Screening results deposited in PubChem by Sanford-Burnham Center for Chemical Genomics.
mIAP block – blocks mouse intestinal alkaline phosphatase; purified mouse IAP, CDP-Star luminescence, 30 min; inhibition, % at 10 µM; actives 0.2% (n = 330,000);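 active = inhibition of at least 40% at 10 µM in the primary screen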;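 note: plate controls were DMSO with enzyme for no effect and no enzyme wells for full effect; values of inactives mirror those of a sister screen read the other way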
hIAP inh – blocks human intestinal alkaline phosphatase | P09923 | purified IAP, CDP-Star luminescence, 30 min | inhibition, % at 10 µM | actives 0.12% (n = 330,000);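 active = inhibition reaching a set limit with compound at 10 µM in the primary screen, cut at about 35% in these data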;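 note: plate controls were DMSO wells with enzyme for no effect and no-enzyme buffer wells for full effect; values of inactives mirror those of a sister screen read the other way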
Target sequence (P09923 whole entry, looked up): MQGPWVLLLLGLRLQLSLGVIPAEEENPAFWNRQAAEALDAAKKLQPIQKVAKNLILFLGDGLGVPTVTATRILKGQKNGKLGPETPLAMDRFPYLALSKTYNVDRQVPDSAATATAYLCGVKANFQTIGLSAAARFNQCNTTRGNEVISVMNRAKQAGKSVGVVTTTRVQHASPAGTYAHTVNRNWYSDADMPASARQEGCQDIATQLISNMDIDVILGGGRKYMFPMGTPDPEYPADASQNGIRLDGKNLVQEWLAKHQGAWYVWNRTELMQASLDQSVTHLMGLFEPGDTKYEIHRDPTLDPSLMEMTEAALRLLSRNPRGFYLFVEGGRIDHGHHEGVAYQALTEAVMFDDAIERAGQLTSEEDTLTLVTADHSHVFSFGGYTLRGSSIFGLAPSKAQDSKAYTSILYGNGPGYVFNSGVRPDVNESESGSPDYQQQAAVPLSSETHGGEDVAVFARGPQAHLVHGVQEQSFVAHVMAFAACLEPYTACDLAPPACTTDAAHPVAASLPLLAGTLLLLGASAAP
TIM10 inh – inhibits growth of TIM10 yeast strain. S. cerevisiae TIM10 strain growth, BacTiter-Glo luminescence, 24 h. inhibition, % at 10 µM. actives 1.4% (n = 330,000);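 active = inhibition of 40% or more at the single tested concentration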;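 note: wild-type TIM10 isogenic control strain grown at permissive 25 °C; 0% = DMSO yeast wells and 100% = minimal medium wells without yeast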
mIAP act – mouse IAP activation. muIAP, CDP-Star luminescence, 30 min; active compounds read high; 1 = vehicle-only enzyme signal, 0 = enzyme-free wells. activation factor at 10 µM. actives 0.24% (n = 330,000);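 active = activation factor of at least 2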; note: the source names both 10 and 20 µM as test concentration; values of inactives mirror those of a sister screen read the other way
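System: mouse IAP enzyme. Reagent: CDP-Star chemiluminescent phosphatase substrate. Benchmarks: DMSO wells, no-enzyme wells. Times: 30 min enzyme-substrate-compound incubation at room temperature. Detection: luminescence from enzymatic CDP-Star hydrolysis. Doses: test compounds delivered from DMSO solution.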
NALP3 yeast inh – inhibitors of NALP3 inflammasome in yeast; Yeast reconstituted NLRP3/ASC/caspase-1, beta-gal luminescence, 24 h; inhibition, % at 10 µM; actives 0.39% (n = 330,000); AID 2825;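 active = inhibition of 50% or more; inactive = inhibition below 50%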;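 note: plate controls were induced DMSO wells for no effect and uninduced yeast grown without galactose for full effect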
beta cell repl – induces beta-cell replication in MIN6 cells. proliferation, % at 10 µM. actives 0.29% (n = 330,000). MIN6 cells proliferation, ATPlite luminescence, 48 h; cells starved in 0.2% serum; 100% = growth in 10% serum;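 active = compounds whose signal lies at least 3.5 SD above the mean of all wells on their plate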;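 note: 0% = DMSO-treated cells in low-serum medium and 100% = 10% serum control; some compounds called inactive have numbers as strong as hits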
APOBEC3A inh – human APOBEC3A DNA deaminase inhibition; P31941; recombinant A3A, FAM/TAMRA ssDNA deamination fluorescence; AID 493011; actives 0.41% (n = 330,000); inhibition, % at 20 µM;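 active = at least 40% inhibition at 20 µM here, with at most 30% in a related deaminase screen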;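 note: plate controls were A3A with DMSO for no effect and wells lacking A3A enzyme for full effect; some results filed as inactive read as strong as hits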
APOBEC3G inh – APOBEC3G (human) deaminase inhibition; Q9HC16; recombinant A3G, ssDNA deamination FAM/TAMRA fluorescence; inhibition, % at 20 µM; actives 0.28% (n = 330,000);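 active = inhibition of at least 40% at 20 µM, with no more than 30% in the related APOBEC3A deaminase screen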;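 note: plate controls were DMSO wells with A3G for no effect and wells lacking A3G enzyme for full effect; some compounds called inactive have numbers as strong as hits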
Target sequence (Q9HC16 whole entry, looked up): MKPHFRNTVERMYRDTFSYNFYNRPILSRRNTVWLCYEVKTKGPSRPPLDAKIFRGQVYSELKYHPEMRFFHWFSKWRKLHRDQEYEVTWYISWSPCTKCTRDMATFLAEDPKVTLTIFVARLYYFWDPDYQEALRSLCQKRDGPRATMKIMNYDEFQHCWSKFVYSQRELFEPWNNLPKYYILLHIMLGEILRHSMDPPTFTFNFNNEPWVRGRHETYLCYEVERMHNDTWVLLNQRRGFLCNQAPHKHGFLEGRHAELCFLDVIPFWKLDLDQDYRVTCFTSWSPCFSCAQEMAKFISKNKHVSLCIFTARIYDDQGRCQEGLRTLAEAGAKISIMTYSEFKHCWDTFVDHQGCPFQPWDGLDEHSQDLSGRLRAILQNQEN
tim10-1 inh – tim10-1 yeast growth inhibition; actives 2.2% (n = 330,000); S. cerevisiae tim10-1 ts strain growth, BacTiter-Glo, 24 h; inhibition, % at 20 µM; AID 463190;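 active = inhibition of at least 40%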;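 note: mutant grown at 25 °C; 0% = DMSO wells with yeast and 100% = wells holding no yeast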
* marks the source's active call; other numbers are inactive results; / = no result given.

Order of results – mIAP block	hIAP inh	TIM10 inh	mIAP act	NALP3 yeast inh	beta cell repl	APOBEC3A inh	APOBEC3G inh	tim10-1 inh
(1) S=C(NCc1ccncc1)Nc1ccccc1
    0	6	-2	1	7	1	-4	-6	16
(2) CCCNC(=O)c1ccc(N2CCC3(CC2)CC(c2ccccc2)=NO3)c(NC(=O)Cc2ccc(F)cc2)c1
    -20	6	4	1.2	16	-4	-3	-4	18
(3) CCOC(=O)c1c(Cc2cccc(Cl)c2)c[nH]c1C
    -12	-4	24	1.1	11	1	1	-2	30
(4) CCn1c(=O)[nH]c2cc(Cl)c(Cl)cc21
    -7	0	8	1.1	30	4	-5	-8	22
(5) Nc1c(C(=O)O)sc2nc(-c3ccccc3)cc(-c3ccc(Cl)cc3)c12
    1	0	13	0.99	3	-3	-3	-11	18
(6) CON/C=N/C(=S)Nc1ncc(C(F)(F)F)cc1Cl
    1	1	-3	0.99	-6	-3	0	-5	8
(7) CCOC(=O)C1CCN(C(c2ccc(OC)c(OC)c2)c2sc3nc(C)nn3c2O)CC1 (stereo not drawn)
    -14	-12	-3	1.1	6	-1	-3	-8	9
(8) CN(CC(=O)Nc1nc2ccccc2s1)S(=O)(=O)c1ccc(Br)cc1
    2	-2	19	0.98	3	-3	1	-4	10
(9) CCCn1nnnc1NCc1ccc(N2CCCC2)cc1
    17	10	1	0.83	8	-2	-2	-6	16
(10) Cc1onc(-c2ccccc2)c1C(=O)Nc1ccon1
    1	1	-2	0.99	12	-2	0	-1	8
(11) O=C(COc1ccccc1F)NCC(c1ccco1)N1CCCC1 (stereo not drawn)
    -3	-13	-2	1	19	0	3	0	-9
(12) N#C/C(=C\Nc1ccc2c(c1)OCCO2)c1nc(-c2ccccc2)cs1
    8	-15	14	0.92	-6	-2	2	-4	12
(13) COCCCNC(=O)C[C@H]1C[C@H](C(=O)N2CCCCC2)[C@@]2(CCc3ccccc3)c3[nH]c4ccc(Cl)cc4c3CCN2C1=O
    -26	/	4	1.3	/	/	0	1	29
(14) CCOC(=O)c1ccc(NC(=O)C2=C(C)Nc3nc(CCCO)nn3C2c2cccc(C)c2)cc1 (stereo not drawn)
    1	8	3	0.99	-6	0	-3	-8	-8
(15) CCCCc1ccc(-c2c(C#N)c(N)nc3c2CCCC3)s1
    12	14	10	0.88	-1	0	0	2	9
(16) O=C(c1cc2cccc([N+](=O)[O-])c2oc1=O)N1CCOCC1
    4	22	3	0.96	7	0	-3	-10	0
(17) CCC(=O)Nc1ccc(Cl)c(NC(=O)c2cccc(OC)c2)c1
    -10	-6	-27	1.1	-3	3	0	1	-6
(18) CCOC(=O)NN1C(=O)c2ccccc2NC1C (stereo not drawn)
    -1	-1	8	1	19	1	-2	-4	-11
(19) CCOC(=O)c1sc2nc(COC(=O)c3c(F)cccc3F)[nH]c(=O)c2c1C
    6	4	5	0.94	5	1	-7	-17	-9
(20) CC(C)=CCC/C(C)=C/CNC(=O)C[C@H]1C[C@H](C(=O)N2CCCCC2)[C@@]2(C)c3[nH]c4cc(-c5ccco5)ccc4c3CCN2C1=O
    -58	/	1	1.6	/	/	-3	-3	22
(21) CC(OC(=O)c1ccc(-n2cnnn2)cc1)C(=O)Nc1ccc(F)c(F)c1F (stereo not drawn)
    1	8	2	0.99	23	1	-1	-9	-7
(22) O=C(CSC(=S)N1CCCC1)N1CCN(S(=O)(=O)c2ccccc2F)CC1
    2	8	6	0.98	12	-1	-5	-13	22
(23) Cc1c(/C(O)=C2/C(=O)C(=O)N(CCN3CCOCC3)C2c2cccnc2)cnn1-c1ccccc1 (stereo not drawn)
    -3	-7	0	1	9	4	-4	-6	-19
(24) Cc1csc(Sc2ccc([N+](=O)[O-])cc2C(=O)OCC(=O)NC(=O)NC(C)(C)C)n1
    4	-3	4	0.96	21	-1	-2	-6	7
(25) COC(=O)c1cn(-c2cccc(C)n2)cn1
    8	5	13	0.92	18	0	-2	-4	5
(26) O=C(NC(=S)NCCC1=CCCCC1)c1ccccc1Br
    4	-2	46*	0.96	2	-6	-1	2	43*
(27) COC(=O)C1CSC(C(=O)OC)N1C(=O)CN1CC(C)OC(C)C1 (stereo not drawn)
    0	14	2	1	12	0	-2	-5	4
(28) O=C(NCCC1CCCCN1S(=O)(=O)c1cccs1)C(=O)Nc1cccc(F)c1 (stereo not drawn)
    5	-12	-9	0.95	14	-2	-4	-11	-7
(29) CCOC(=O)C1=C2NC(=O)c3ccccc3N2C(=O)C1
    0	-20	7	1	2	-1	0	1	11
(30) Cn1c(N)c(C(=O)c2cc(-c3ccncc3)nc3ccccc23)c(=O)n(C)c1=O
    -4	0	6	1	11	-2	-3	-3	-4
(31) O=C(O)CCc1nnc(SCC(=O)Nc2ccc(Br)cc2)[nH]c1=O
    4	4	2	0.96	18	-3	1	-3	3
(32) CS(=O)(=O)c1ccc([C@@H](O)[C@@H](CF)NC(=O)C(Cl)Cl)cc1
    -15	-17	6	1.2	-8	-2	-1	-7	6
(33) CCOC(=O)c1c(C)n(C)c2ccc(OC)c(NC(=O)CN3CCN(Cc4ccccc4)CC3)c12
    0	4	2	1	5	-2	0	-3	-4
(34) COc1ccc(C2=Nn3c(nnc3-c3ccncc3)SC2)cc1
    -5	8	2	1.1	16	14*	-2	-8	35
(35) Cc1nc(-c2ccc(Cl)cc2)sc1C1(C)CC(c2cccc(F)c2)=NO1 (stereo not drawn)
    15	8	-10	0.85	11	-5	-2	-7	-35
(36) O=C(O)Cc1ccc(C(=O)c2ccc(Cl)cc2Cl)s1
    5	8	9	0.95	10	-2	-1	-3	4
(37) Cc1cccc(C(=O)OC(C)C(=O)Nc2ccc(S(=O)(=O)Nc3ncccn3)cc2)c1C (stereo not drawn)
    -6	-12	15	1.1	18	-6	1	-5	9
(38) Cc1ccc(C)c(NS(=O)(=O)c2ccc3[nH]c(=O)oc3c2)c1
    84*	-7	-8	0.16	9	-1	30	10	-14
(39) Cc1ccccc1OCC(=O)Nc1cccc2nsnc12
    2	11	-18	0.98	33	-1	-4	-7	-7
(40) COC(=O)CSc1nnc(CNC(=O)c2cccs2)n1-c1cc(OC)ccc1OC
    3	9	-7	0.97	1	0	-1	-7	-3
(41) CC(=O)c1cc(-c2ccccc2)n(CC(=O)Nc2cc(C)cc(C)c2)c1C
    -82	-13	4	1.8	9	0	-1	-7	7
(42) COCCn1c(SCc2ccc(OC)c(F)c2)nnc1-c1ccncc1
    6	2	14	0.94	-9	-2	-2	-7	13
(43) O=C(Nc1ccccc1)N1CCC(=S)Nc2ccccc21
    4	-6	0	0.96	0	1	-6	-8	5
(44) Cc1ccc(NC(=O)COC(=O)CN2C(=O)NC3(CCCC3)C2=O)cc1F
    -7	-10	-9	1.1	-3	5	-3	-6	-17
(45) O=C(NNC(=S)Nc1ccccc1)c1ccccc1[N+](=O)[O-]
    17	-51	-4	0.83	18	-2	-4	-2	2
(46) COc1ccc(CCNC(=O)C2CCCN2C(=O)NC2CCCCC2)cc1OC (stereo not drawn)
    -9	23	-1	1.1	-6	-3	-3	-5	-4
(47) COC(=O)C(=O)/C=C(\O)c1c(C)cc(C)cc1C
    -2	7	3	1	7	-1	1	-4	5
(48) Cc1ccc(-c2nnc(Nc3ccc4c(c3)nc(C)n4C)c3ccccc23)cc1
    2	-5	23	0.98	15	-3	-1	1	5
(49) Brc1ccc(N=NNc2ccccc2)cc1
    7	11	15	0.93	23	-2	-4	-3	31
(50) O=C(CSc1nc2c(c(=O)[nH]1)CCCC2)Nc1ccc(Cl)cc1F
    4	9	-27	0.96	-16	-2	3	-1	-1

An excerpt of these results, in transposed form:
#45 O=C(NNC(=S)Nc1ccccc1)c1ccccc1[N+](=O)[O-]
#43 O=C(Nc1ccccc1)N1CCC(=S)Nc2ccccc21

entry no. | 45 | 43
mIAP block | 17 | 4
hIAP inh | -51 | -6
TIM10 inh | -4 | 0
mIAP act | 0.83 | 0.96
NALP3 yeast inh | 18 | 0
beta cell repl | -2 | 1
APOBEC3A inh | -4 | -6
APOBEC3G inh | -2 | -8
tim10-1 inh | 2 | 5

Carrying on.
Order of results – mIAP block	hIAP inh	TIM10 inh	mIAP act	NALP3 yeast inh	beta cell repl	APOBEC3A inh	APOBEC3G inh	tim10-1 inh
(51) COCCCNS(=O)(=O)c1ccc2c(c1)CCN2C(C)=O
    -7	0	4	1.1	0	0	2	-2	4
(52) CCC(Br)C(=O)Nc1ccc(OC)cc1 (stereo not drawn)
    -3	-3	8	1	7	-2	-1	-9	8
(53) C#CCOCCOCCOCCNc1nc(N2CCOCC2)nc(N2CCN(C(=O)[C@H](CCCCN)n3cc([C@@H](N)CC(C)C)nn3)CC2)n1
    -10	14	-7	1.1	11	3	5	-11	5
(54) Cc1ccc(-c2cnn3c(N4CCOCC4)cc(C)nc23)cc1
    8	5	26	0.92	31	-3	0	-5	11
(55) CC12CCC(C(=O)NCc3ccccc3)(OC1=O)C2(C)C (stereo not drawn)
    -22	-14	14	1.2	0	-2	-6	-6	22
(56) COc1ccc(C(CNC(=O)c2oc3ccc(F)cc3c2C)N2CCCCC2)cc1 (stereo not drawn)
    10	-10	9	0.91	20	-6	-4	-6	24
(57) CCOc1ccc2nc(N(CCN(CC)CC)C(=O)c3cccc([N+](=O)[O-])c3)sc2c1
    -7	22	7	1.1	-2	0	-1	-9	14
(58) O=C(O)CCN=C1CCCc2ccccc2N1
    -6	-6	-8	1.1	-3	-2	-5	-10	-2
(59) COc1ccc(C(=O)COC(=O)c2ccc(OC)c(OC)c2)cc1OC
    15	1	-3	0.85	-12	0	6	2	17
(60) O=C(NC1CCCC1)c1cccc(S(=O)(=O)N2CCOCC2)c1
    -11	2	9	1.1	9	1	-1	-4	-2
(61) Cc1ccc(S(=O)(=O)Nc2cccc(C(=O)NCCN3CCOCC3)c2)cc1F
    -4	-12	10	1	7	2	3	-1	4
(62) Cc1ccc(-c2nnc(N3CCC(C)CC3)c3ccccc23)cc1
    4	-1	14	0.96	4	-7	-5	-3	-25
